Source: PubChem
AID2073 = inhibitors of Mint1-CaV2.2 protein interaction, biochemical, HTRF (AID 2073). actives 0.19% (n = 290,000). inhibition, % at 20 µM; hits with a dose series show IC50 in µM. HTRF protein-protein interaction, Mint1-CaV2.2; higher % means a stronger effect; in the data active = inhibition mostly above about 51%, no sharp cut-off; also: some results filed as inactive read as strong as hits
KOR beta-arrestin-1 = kappa opioid receptor blockers – cell-based, luminescence, uHTS (AID 1778) | actives 0.091% (n = 290,000) | KOR beta-arrestin recruitment, luminescence, antagonist mode; higher % means a stronger effect | inhibition, % at 10 µM; hits with a dose series show IC50 in µM; also: strong numbers were not always called active
Dengue-2 NS5 capping = Dengue-2 NS5 methyltransferase inhibitors, primary screen, biochemical, confirmation dose response (AID 588689); Dengue-2 NS5 methyltransferase capping enzyme assay, biochemical; higher % means a stronger effect; inhibition, % at 25 µM; hits with a dose series show IC50 in µM; actives 0.3% (n = 340,000); in the data active = a potency from the dose series
Yfh1-off respiration = enhancers of respiration in Yfh1-depleted yeast, dose response, Friedreich's ataxia, plus single-dose screen (AID 1465); S. cerevisiae Yfh1-off respiration, WST-1 reduction, 72 h; higher fold induction means a stronger effect; one-dose fold induction at 50 µM; EC50 in µM for titrated hits; actives 0.074% (n = 220,000);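 active = fold induction of absorbance versus untreated yeast above a set limit, then at least 30% activation at any dose in follow-up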;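 also: activators that raise dye reduction in frataxin-depleted yeast; strong numbers were not always called active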
NOD1 inhibition = NOD1 signaling inhibitors, primary screen, cell-based, luminescence, uHTS (AID 1578); inhibition, % at 4 µM; hits with a dose series show EC50 in µM; actives 1% (n = 290,000); NOD1-driven NF-kB luciferase reporter cells, luminescence; higher % means a stronger effect; in the data active = inhibition mostly above about 36%, no sharp cut-off; inactive = mostly below about 34%;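 also: HEK-293T reporter cells stimulated with the NOD1 agonist gamma-tri-DAP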
HIV fusion peptide = cell-free HIV fusion peptide-binding blockers – biochemical, uHTS, fluorescence dequenching, primary screen (AID 1986); cell-free peptide binding, fluorescence dequenching, 30 min; higher % means a stronger effect; inhibition, % at 20 µM, or IC50 in µM where a hit was titrated; actives 0.3% (n = 290,000); in the data active = inhibition mostly above about 52%, no sharp cut-off; inactive = mostly below about 76%; also: some results filed as inactive read as strong as hits
KOR beta-arrestin-2 = kappa opioid receptor activators – cell-based, luminescence, uHTS, primary screen (AID 1777); one-dose activation, % at 10 µM; EC50 in µM for titrated hits; KOR beta-arrestin recruitment, luminescence; higher % means a stronger effect; actives 0.02% (n = 280,000); in the data active = activation above about 50%, passing the limit was not always enough; also: a part of the inactive calls stands beside numbers as strong as those of hits
West Nile antiviral = inhibition of WNV-induced cytopathic effect – cell-based, CPE readout (AID 1621) | West Nile virus-infected cells, CPE inhibition; higher % means a stronger effect | CPE inhibition, % at 10 µM; hits with a dose series show IC50 in µM | actives 0.02% (n = 290,000); in the data active = a potency from the dose series; also: strong numbers were not always called active
HEK293 NOD2/NF-kB = NOD2 signaling inhibitors, cell-based, luminescence, uHTS, HEK293 (AID 1566); HEK293 NOD2/NF-kB luciferase reporter, luminescence; higher % means a stronger effect; actives 0.63% (n = 290,000); inhibition, % at 4 µM, or EC50 in µM where a hit was titrated; also: many of its hits are not listed in these tables
Dengue-2 NS5 capping pilot replicate = second read-out of Dengue-2 NS5 capping, no call of its own (marks repeat the call); inhibition, %; measured here: pilot screen replicate inhibition
* = called active by the depositor; [ ] = remark or other dose. Rule as the data show it, unless noted: active = inhibition above about 50%; inactive = the rest. This is a subset; count on the stated rates, not on these rows.

What do the screens show for `COCCC(=O)N1CCC(Oc2ccc(C(=O)N3CCC[C@H]3CO)cc2)CC1`?
AID2073: 0%; KOR beta-arrestin-1: 2%; Dengue-2 NS5 capping: 1%; NOD1 inhibition: -11%; HIV fusion peptide: 0.7%; KOR beta-arrestin-2: 3.1%; West Nile antiviral: -0.2%; HEK293 NOD2/NF-kB: 4%

How did CCOCCCNC(=O)CN(Cc1ccc(Cl)cc1)S(C)(=O)=O do in these assays?
AID2073: -4%; KOR beta-arrestin-1: 0%; Dengue-2 NS5 capping: -1%; Yfh1-off respiration: inactive; NOD1 inhibition: -11%; HIV fusion peptide: 2.4%; KOR beta-arrestin-2: -2.7%; West Nile antiviral: -0.2%; HEK293 NOD2/NF-kB: 4%

What do the screens show for `O=C(NNC1=NCCCCC1)Nc1cccc(Cl)c1`?
AID2073: 14%; KOR beta-arrestin-1: -9%; Dengue-2 NS5 capping: 0%; Yfh1-off respiration: inactive; NOD1 inhibition: -33%; HIV fusion peptide: -0.1%; KOR beta-arrestin-2: 4.1%; West Nile antiviral: 0.6%; HEK293 NOD2/NF-kB: -24%

How did COCCNC(=O)C(=O)Nc1ccc(Cl)cc1C do in these assays?
AID2073: 44%; KOR beta-arrestin-1: 4%; Dengue-2 NS5 capping: -3%; Yfh1-off respiration: inactive; NOD1 inhibition: -12%; HIV fusion peptide: 1.8%; KOR beta-arrestin-2: -1.4%; West Nile antiviral: 0.2%; HEK293 NOD2/NF-kB: -9%

Results for COc1ccc(-c2nc(C#N)c(NC(C)C)o2)cc1 ?
AID2073: 42%; KOR beta-arrestin-1: -2%; Dengue-2 NS5 capping: -5%; Yfh1-off respiration: inactive; NOD1 inhibition: -12%; HIV fusion peptide: 20%; KOR beta-arrestin-2: 7.1%; West Nile antiviral: -0.3%; HEK293 NOD2/NF-kB: -14%

Results for O=C(O)CCNc1ccc2c(c1)OCCO2 ?
AID2073: 7%; KOR beta-arrestin-1: 1%; Dengue-2 NS5 capping: 38%; Yfh1-off respiration: inactive; NOD1 inhibition: -4%; HIV fusion peptide: 21%; KOR beta-arrestin-2: -3.5%; West Nile antiviral: -0.5%; HEK293 NOD2/NF-kB: 14%

Results for O=C(c1ccco1)N1CCN(C(=O)C2CCCN(S(=O)(=O)Cc3ccccc3)C2)CC1 (configuration not stated) ?
AID2073: 2%; KOR beta-arrestin-1: -7%; Dengue-2 NS5 capping: 10%; Yfh1-off respiration: inactive; NOD1 inhibition: -2%; HIV fusion peptide: -0.5%; KOR beta-arrestin-2: -0.8%; West Nile antiviral: 0.0%; HEK293 NOD2/NF-kB: 1%

Results for COc1ccc(NC(=O)Nc2cc(NC(=O)Nc3ccc(OC)cc3)c(C)nc2C)cc1 ?
AID2073: 50%; KOR beta-arrestin-1: 10%; Dengue-2 NS5 capping: -29%; Yfh1-off respiration: inactive; NOD1 inhibition: -16%; HIV fusion peptide: -1.8%; KOR beta-arrestin-2: 8.3%; West Nile antiviral: 0.5%; HEK293 NOD2/NF-kB: -4%

What do the screens show for `CCNC(=S)N(CCc1cccc(C)c1)Cc1cc2cc(OC)c(OC)cc2[nH]c1=O`?
AID2073: 13%; KOR beta-arrestin-1: 11%; Dengue-2 NS5 capping: -2%; Yfh1-off respiration: inactive; NOD1 inhibition: -12%; HIV fusion peptide: 2.0%; KOR beta-arrestin-2: 4.0%; West Nile antiviral: -1.0%; HEK293 NOD2/NF-kB: 8%

Results for CCOc1ccccc1/C=N/n1nnnc1N ?
AID2073: 22%; KOR beta-arrestin-1: -8%; Dengue-2 NS5 capping: -7%; NOD1 inhibition: 6%; HIV fusion peptide: -0.3%; KOR beta-arrestin-2: 9.6%; West Nile antiviral: 0.9%; HEK293 NOD2/NF-kB: 10%; Dengue-2 NS5 capping pilot replicate: -3.0

What do the screens show for `Cc1ccc2c(CC(=O)NC3=NCCS3)coc2c1`?
AID2073: 8%; KOR beta-arrestin-1: 34%; Dengue-2 NS5 capping: -6%; Yfh1-off respiration: inactive; NOD1 inhibition: -26%; HIV fusion peptide: 1.1%; KOR beta-arrestin-2: -5.2%; West Nile antiviral: -0.1%; HEK293 NOD2/NF-kB: 3%

Results for C/C(=N/OCc1ccc(Br)cc1)c1ccccn1 ?
AID2073: -5%; KOR beta-arrestin-1: 9%; Yfh1-off respiration: inactive; NOD1 inhibition: -50%; HIV fusion peptide: -0.4%; KOR beta-arrestin-2: 0.5%; West Nile antiviral: -0.6%; HEK293 NOD2/NF-kB: -67%

How did COc1ccc(C)cc1NC(=O)C1CCCN(S(=O)(=O)c2cccs2)C1 (configuration not stated) do in these assays?
AID2073: 10%; KOR beta-arrestin-1: -1%; Dengue-2 NS5 capping: -1%; NOD1 inhibition: 22%; HIV fusion peptide: -0.2%; KOR beta-arrestin-2: 0.2%; West Nile antiviral: -1.0%; HEK293 NOD2/NF-kB: -16%

Results for CCCOc1ccccc1-n1sc2c(c1=S)-c1cc(OC)cc3c1N(C(=O)C3=O)C2(C)C ?
AID2073: 3%; KOR beta-arrestin-1: -9%; Dengue-2 NS5 capping: 8%; Yfh1-off respiration: inactive; NOD1 inhibition: 39%; HIV fusion peptide: -4.0%; KOR beta-arrestin-2: 3.4%; West Nile antiviral: -0.1%; HEK293 NOD2/NF-kB: 13%

What do the screens show for `CCOC(=O)c1c(C)oc2ccc(NS(=O)(=O)c3ccc(C(=O)O)cc3)cc12`?
AID2073: -1%; KOR beta-arrestin-1: -64%[20 µM]; Dengue-2 NS5 capping: 4%; Yfh1-off respiration: inactive; NOD1 inhibition: -42%; HIV fusion peptide: 11%; KOR beta-arrestin-2: -1.5%; West Nile antiviral: -0.4%; HEK293 NOD2/NF-kB: -5%

What do the screens show for `O=C(OCC(=O)N1CCc2ccccc21)c1ccc[nH]c1=O`?
AID2073: -3%; KOR beta-arrestin-1: -1%; Dengue-2 NS5 capping: -9%; Yfh1-off respiration: inactive; NOD1 inhibition: -19%; HIV fusion peptide: -0.6%; KOR beta-arrestin-2: -2.1%; West Nile antiviral: 0.0%; HEK293 NOD2/NF-kB: 5%

How did CN(CC(=O)Nc1ccncc1)S(=O)(=O)c1ccccc1 do in these assays?
AID2073: 7%; KOR beta-arrestin-1: 2%; Yfh1-off respiration: inactive; NOD1 inhibition: -6%; HIV fusion peptide: 3.7%; KOR beta-arrestin-2: 1.4%; West Nile antiviral: 0.1%; HEK293 NOD2/NF-kB: 7%

What do the screens show for `Cc1cc(C)n(CC(=O)c2ccccc2)c(=O)c1C#N`?
AID2073: -5%; KOR beta-arrestin-1: 16%; Dengue-2 NS5 capping: -4%; Yfh1-off respiration: inactive; NOD1 inhibition: -5%; HIV fusion peptide: -2.4%; KOR beta-arrestin-2: -0.7%; West Nile antiviral: -0.2%; HEK293 NOD2/NF-kB: 20%

What do the screens show for `Cc1ccccc1NC(=O)NC1(C(=O)N2CCC(O)CC2)CCCCC1`?
AID2073: 6%; KOR beta-arrestin-1: -38%; Dengue-2 NS5 capping: -7%; NOD1 inhibition: 36%; HIV fusion peptide: 0.4%; KOR beta-arrestin-2: 8.0%; West Nile antiviral: -0.2%; HEK293 NOD2/NF-kB: -34%

What do the screens show for `Cc1ccc([C@@H]2[C@@H]3C(=O)N(C)C(=O)[C@@H]3[C@]3(C)C(=O)N(Cc4ccccc4)CC(=O)N23)o1`?
AID2073: 20%; KOR beta-arrestin-1: -31%[20 µM]; Dengue-2 NS5 capping: -1%; NOD1 inhibition: 6%; HIV fusion peptide: 0.1%; KOR beta-arrestin-2: -3.0%; West Nile antiviral: -0.7%; HEK293 NOD2/NF-kB: -9%

Results for O=C(Cn1nc(-c2cccc(Cl)c2)ccc1=O)Nc1ccccc1Br ?
AID2073: -17%; KOR beta-arrestin-1: -56%[20 µM]; Dengue-2 NS5 capping: -3%; Yfh1-off respiration: inactive; NOD1 inhibition: 27%; HIV fusion peptide: -2.3%; West Nile antiviral: -0.2%; HEK293 NOD2/NF-kB: 31%

Results for CCOC(=O)c1nn(-c2ccccc2)c2nnc(Cc3ccccc3)c(=O)n12 ?
AID2073: 7%; KOR beta-arrestin-1: -59%; Dengue-2 NS5 capping: -3%; Yfh1-off respiration: inactive; NOD1 inhibition: 45%; HIV fusion peptide: 2.1%; KOR beta-arrestin-2: 4.2%; West Nile antiviral: 0.4%; HEK293 NOD2/NF-kB: 2%

What do the screens show for `CCCN(CCC)C(=O)c1cc(S(=O)(=O)N2CCCCC2)c[nH]1`?
AID2073: -2%; KOR beta-arrestin-1: 22%[20 µM]; Dengue-2 NS5 capping: -1%; NOD1 inhibition: -29%; HIV fusion peptide: 1.0%; KOR beta-arrestin-2: -6.6%; West Nile antiviral: -1.6%; HEK293 NOD2/NF-kB: -5%

Results for Brc1ccc(C=Nc2ccc3c(c2)OCCOCCOCCO3)s1 ?
AID2073: -13%; KOR beta-arrestin-1: -20%; Dengue-2 NS5 capping: -1%; Yfh1-off respiration: inactive; NOD1 inhibition: -40%; HIV fusion peptide: -0.9%; KOR beta-arrestin-2: 4.5%; West Nile antiviral: 0.9%; HEK293 NOD2/NF-kB: -3%

Results for COC(=O)/C=C1\S/C(=N/N=C/c2ccccc2)NC1=O ?
AID2073: 12%; KOR beta-arrestin-1: 8%; Dengue-2 NS5 capping: 9%; Yfh1-off respiration: inactive; NOD1 inhibition: -14%; HIV fusion peptide: 10%; KOR beta-arrestin-2: -2.2%; West Nile antiviral: -0.8%; HEK293 NOD2/NF-kB: 12%

How did C=CCc1c(C)[nH]c2c(OC)cccc2c1=S do in these assays?
AID2073: 31%; KOR beta-arrestin-1: 0%; Dengue-2 NS5 capping: 13%; Yfh1-off respiration: inactive; NOD1 inhibition: -30%; HIV fusion peptide: -2.1%; KOR beta-arrestin-2: -5.3%; West Nile antiviral: -0.6%; HEK293 NOD2/NF-kB: 2%

Results for CC1CCCC(C)N1C(=O)Cn1nnc(-c2ccccc2)n1 (configuration not stated) ?
AID2073: 12%; KOR beta-arrestin-1: -5%; Dengue-2 NS5 capping: -9%; NOD1 inhibition: -8%; HIV fusion peptide: -0.7%; KOR beta-arrestin-2: -3.1%; West Nile antiviral: -1.1%; HEK293 NOD2/NF-kB: -5%

Results for O=C(NCc1ccco1)c1cccnc1-c1nc2ccccc2s1 ?
AID2073: -4%; KOR beta-arrestin-1: 10%; Dengue-2 NS5 capping: 1%; NOD1 inhibition: -11%; HIV fusion peptide: 5.1%; KOR beta-arrestin-2: -4.7%; HEK293 NOD2/NF-kB: 12%

What do the screens show for `CCSc1nc(=O)n(-c2ccccc2)c(C)c1C(C)=S`?
AID2073: 1%; KOR beta-arrestin-1: 5%; Dengue-2 NS5 capping: -9%; Yfh1-off respiration: inactive; NOD1 inhibition: -44%; HIV fusion peptide: 1.2%; KOR beta-arrestin-2: -2.5%; West Nile antiviral: -1.0%; HEK293 NOD2/NF-kB: 1%

2 entries drawn at random from the list so far:
How did C=CCc1c(C)[nH]c2c(OC)cccc2c1=S do in these assays?
AID2073: 31%; KOR beta-arrestin-1: 0%; Dengue-2 NS5 capping: 13%; Yfh1-off respiration: inactive; NOD1 inhibition: -30%; HIV fusion peptide: -2.1%; KOR beta-arrestin-2: -5.3%; West Nile antiviral: -0.6%; HEK293 NOD2/NF-kB: 2%

What do the screens show for `CCSc1nc(=O)n(-c2ccccc2)c(C)c1C(C)=S`?
AID2073: 1%; KOR beta-arrestin-1: 5%; Dengue-2 NS5 capping: -9%; Yfh1-off respiration: inactive; NOD1 inhibition: -44%; HIV fusion peptide: 1.2%; KOR beta-arrestin-2: -2.5%; West Nile antiviral: -1.0%; HEK293 NOD2/NF-kB: 1%
